Screening results: PubChem BioAssay, National Center for Advancing Translational Sciences (NCATS)
aSyn yeast rescue: qHTS of alpha-syn Inhibitors: NCGC Sytravon Library Screen. Potency, µM (titrated, usually from 46.1 µM), for the others: top-dose growth rescue (activation), most hits filed as activators. 0.02% of 94,000 active. S. cerevisiae alpha-synuclein toxicity rescue, BacTiter-Glo growth, 24 h; active = well fitted activation curve with a large enough effect; inconclusive = small, poorly fitted or top-dose-only effect; note: 0% is about no effect
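Growth restoration measured by BacTiter-Glo luminescence after 24 hr at 30 deg C; alpha-synuclein yeast, raffinose-pregrown to mid-log, were added at OD600=0.02 in galactose medium onto pinned compounds.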
Starred values were filed as active, the others as inactive; ? = inconclusive; & = joins results of further samples; [ ] = another dose, or the depositor's remark. Potency is the fitted concentration of half-maximal effect. This is a subset, so the mix of outcomes need not match the whole.

SMILES | aSyn yeast rescue
CCOc1ccc(CNS(=O)(=O)c2ccc(-c3coc(C)n3)cc2)cc1OC | 2%
Cc1ccc(-c2c(C(=O)Nc3ccccc3F)oc(=O)c3ccccc23)cc1 | 4%
Cc1ccc(-c2nnc3ccccc3c2C(=O)Nc2ccc(C)c(F)c2)cc1 | 3%
COc1ccccc1CNC(=O)c1cc2cc(C)ccc2n1C | 3%
COCCNc1ccc(-c2nc(-c3ccncc3)no2)cc1[N+](=O)[O-] | -5%
Cc1cc(C)n(CC(=O)N2CCc3ccccc32)c(=O)c1C#N | -13%
CC(C)Cc1nnc(NC(=O)C2CCCN(C(=O)c3ccc(Cl)cc3)C2)s1 (stereo unspecified) | 2%
CCN(Cc1ccncc1)C(=O)c1ccccc1NS(=O)(=O)c1ccc(F)cc1 | -2%
CCOC(=O)N1CCN(S(=O)(=O)N2CCCC(C(=O)NCc3ccccc3OCC)C2)CC1 (stereo unspecified) | -7%
Cc1cc(Nc2ccc(Cl)cc2)n2cnnc2n1 | 6%
O=C(O)CSc1cc(C(=O)c2ccccc2O)cn2c(=O)c3c4c(sc3nc12)CCCC4 | 1%
COc1ccc(C)cc1NC(=O)C1COc2ccccc2C1 (stereo unspecified) | -7%
COc1ccccc1CNC(=O)Cn1cc2c(n1)-c1c(oc(C(=O)N3CCOCC3)c1C)CC2 | 6%
CCN(Cc1ccccc1)Cc1c(O)ccc2c(=O)c(-c3ccccc3Cl)coc12 | 5%
C/C(=N/NC(=O)CC(=O)N/N=C(\C)c1ccc([N+](=O)[O-])cc1)c1ccc([N+](=O)[O-])cc1 | -6%
Cc1ccc(-c2c(C(=O)N3CCN(c4cccc(C)c4C)CC3)oc(=O)c3ccccc23)cc1 | 6%
CN(C)/C=C(\C#N)C(=O)Nc1ccc(O)cc1F | 5%
Cc1cccc(-n2c(O)c(C=Nc3ccccc3O)c3ccccc3c2=O)n1 | -1%
COCc1nnc(NC(=O)CCS(=O)(=O)c2ccccc2)s1 | -4%
CCOc1ccc(N2CC(NC(=O)c3ccc(Cl)cc3)CC2=O)cc1 (stereo unspecified) | 1%
Cc1nnc(SCC(=O)NC(C)(C)C)n1NCc1c(F)cccc1Cl | 7%
Cc1cccc(N(C(=O)c2ccco2)C(C(=O)NC2CCCC2)c2cccnc2)c1C (stereo unspecified) | -4%
O=C(CCC(=O)c1ccc(F)cc1)NN1C(=O)NC2(CCCCC2)C1=O | -4%
CCc1ccc(N2CC(C(=O)N3CCN(S(=O)(=O)c4cccc(F)c4)CC3)CC2=O)cc1 (stereo unspecified) | 15%
COc1ccc(C2c3ccc4ccccc4c3Oc3ncn(CCCN(C)C)c(=N)c32)cc1 (stereo unspecified) | -4%
COc1ccc(/C=C/C(=O)OC(C)C(=O)c2ccccc2)cc1OC (stereo unspecified) | 16%
COc1c(C)cc(S(=O)(=O)NCCc2c(C)[nH]c3ccccc23)c(C)c1C | ?
O=C(c1ccc2c(Cl)c3c(nc2c1)CCCC3)N1CCN(c2cccc(Cl)c2)CC1 | 14%
O=C(NCCN1CCOCC1)c1c(O)nc2sccn2c1=O | -45%[inhibitor]
CCN(CC(=O)NCc1cccs1)C(=O)c1ccc(S(=O)(=O)Nc2ccccc2OC)cc1 | 0%
Cc1c(C(=O)NCC2CCCO2)oc2ccc(Br)cc12 (stereo unspecified) | 8%
Cc1cc(C)cc(-n2c(SCC(=O)N3CCCCC3)nc3c([nH]c4ccccc43)c2=O)c1 | 3%
Cc1noc(C)c1S(=O)(=O)N(CC(=O)NCCc1ccccc1)c1ccc(C(C)C)cc1 | 1%
Cc1oc2ncn(C)c(=O)c2c1C(=O)NCCCN1CCCCC1C (stereo unspecified) | 0%
N/C(Cn1cncn1)=N\NC(=O)C(=O)Nc1ccc(Cl)cc1Cl | 6%
CCCCN(CC)C(=O)CCNS(=O)(=O)c1ccc2c(c1)c(=O)n(C)c(=O)n2C | 6%

3 compounds already listed, arranged by count of non-hydrogen atoms, smallest number first.
SMILES | aSyn yeast rescue
CCCCN(CC)C(=O)CCNS(=O)(=O)c1ccc2c(c1)c(=O)n(C)c(=O)n2C | 6%
Cc1noc(C)c1S(=O)(=O)N(CC(=O)NCCc1ccccc1)c1ccc(C(C)C)cc1 | 1%
CCN(CC(=O)NCc1cccs1)C(=O)c1ccc(S(=O)(=O)Nc2ccccc2OC)cc1 | 0%

The results go on:
SMILES | aSyn yeast rescue
Cc1cc(=O)n(Nc2ccccc2)c(O)c1C#N | -9%
O=C(NCCc1ccccc1)c1cc(Sc2ccc(F)cc2F)nc2ccccc12 | -9%
COc1ccnc(-n2cccc2/C=N/O)c1C#N | 8%
Cn1sc2ccccc2c1=O | -80%[inhibitor]
Cc1ccc(NC(=O)Cn2c(=O)n(CCCCC(=O)NCCc3ccc(Cl)cc3)c(=O)c3ccccc32)cc1 | -2%
COCCNc1nc2nonc2nc1N1C[C@H]2CC[C@H]1C2 | -4%
Cc1cc(C)c(S(=O)(=O)c2ccc(F)cc2)c(C)c1 | 14%
CCOc1ccc(CCNC(=O)CCc2nnc3ccc(N4CCCCC4)nn23)cc1OCC | 1%
COc1ccc(CNC(=O)C(=O)NCC(c2ccco2)S(=O)(=O)c2ccc(Cl)cc2)cc1 (stereo unspecified) | -6%
COc1ccc([N+](=O)[O-])cc1NC(=O)C(C)OC(=O)CN1C(=O)C2CC=CCC2C1=O (stereo unspecified) | 3%
O=C1NN(c2ccc(Cl)cc2)C(=O)/C1=C\c1ccc(-c2cccc(C(=O)O)c2)o1 | 13%
COc1cccc(CNC(=O)CCCN2C(=O)CSc3c2c(C)nn3-c2ccccc2)c1 | -16%
C[C@]12CCC(O)CC1CCC1C2CC[C@]2(C)C(c3cc(C(F)(F)F)n[nH]3)CCC12 (stereo partly specified) | -16%
Cc1ccc(NC(=O)NCCOCCn2c(=O)oc3ccccc32)cc1C | -3%
CCOc1ccc(-n2ccnc2SCC(=O)Nc2cccc3ccccc23)cc1 | -4%
COc1cccc(C(c2sc3nc(-c4ccco4)nn3c2O)N2CCC(O)CC2)c1 (stereo unspecified) | 4%
O=C(Cn1cc2c(n1)CCCCC2)Nc1c(F)cc(F)cc1Br | -5%
CC#CCc1cc2ccccc2c(=O)o1 | 7%
Cn1c(SCC(=O)NCc2ccco2)nnc1-c1c[nH]c2ccccc12 | -1%
Cc1ccc(S(=O)(=O)C(CNS(=O)(=O)c2ccc(F)c(C)c2)c2cccs2)cc1 (stereo unspecified) | -16%
CC(C)(C)NC(=O)C(c1ccccn1)N(C(=O)c1csnn1)C1CCCC1 (stereo unspecified) | 2%
Cc1ccn2c(Cc3ccccc3)c(-c3ccc(Br)cc3)nc2c1 | -11%
Cc1ccccc1Cn1nnc2sc3c(c2c1=O)CCCC3 | 25%
COc1ccc(-c2nc(CS(=O)(=O)CC(=O)NCc3ccccc3Br)c(C)o2)cc1 | 13%&21%
COC(=O)C1=C(c2ccccc2)c2ccccc2S(=O)(=O)N1CC(=O)Nc1ccc(F)c(F)c1 | 2%
CN(c1nc2ccccc2nc1Cl)S(=O)(=O)c1ccccc1 | -11%
COc1cc(OC)cc(C(=O)Nc2ccc(S(=O)(=O)Nc3cc(C)nc(C)n3)cc2)c1 | 8%
Cc1cn2c(=O)c(S(=O)(=O)NCCc3ccc(Cl)cc3)c(C)nc2s1 | 4%
CCN(CC)S(=O)(=O)c1ccc2c(c1)c(=O)c(C(=O)N1CCN(c3cccc(C)c3)C(C)C1)cn2C (stereo unspecified) | -9%
Clc1cnc(Nc2cccnc2)c(Cl)c1 | 1%
COc1ccc(N2CCN(C(=O)c3cc4c(s3)-c3ccccc3OC4)CC2)cc1 | -4%&-2%
Cc1sc2nc(COC(=O)c3cccc(S(=O)(=O)N(C)c4ccccc4)c3)[nH]c(=O)c2c1C | 17%
COc1ccc(-n2nc(C(=O)Nc3ccc(Cl)cn3)c3c4ccccc4n(C)c3c2=O)cc1Cl | -9%
COC(=O)c1ccc(C(=O)OC)c(NC(=O)c2c(-c3ccccc3)c(-c3ccccc3)nn(C)c2=O)c1 | 7%
O=C(Cc1ccccc1)NC1CC(=O)N(c2ccccc2)C1 (stereo unspecified) | 3%
CCN(c1ccccc1)S(=O)(=O)c1ccc(Cl)c(NC(=O)CSc2nncs2)c1 | 1%
Nc1cccc(C(=O)NCCNC(=O)c2cccc(N)c2)c1 | -8%
Cc1ccc([C@H]2C[C@H](O)[C@@H](n3cc(C4CC4)nn3)CN2Cc2cccs2)cc1 | 9%
O=C(CNC(=O)c1cccc(S(=O)(=O)N2CCc3ccccc32)c1)Nc1ccc(F)c(F)c1F | 3%
Cc1ccc(NC(=O)COC(=O)CN2CCSC2=O)cc1Cl | 12%
CC1(C)CC2CC(C)(CN2C(=O)c2cc(-c3ccccc3O)on2)C1 (stereo unspecified) | 2%
COc1cc2c(=O)n(Cc3ccccc3Cl)c(=O)n(CC(=O)Nc3ccc(C)c(C)c3)c2cc1OC | -6%
O=C(c1ccccc1OCc1ccc(Cl)cc1)N1CCN(c2ccccn2)CC1 | 5%
CCOC(=O)c1c(C)[nH]c(C)c1S(=O)(=O)N1CCCC(C(=O)NCc2cccc(OC)c2)C1 (stereo unspecified) | 6%
COc1ccccc1Nc1ncnc2c1c(C)c(C)n2CCO | -3%
Cc1cc(F)ccc1NC(=O)CCS(=O)(=O)c1ccc2c(c1)NC(=O)CO2 | 1%
CCCCNC(=O)C(=O)Nc1ccc2c(c1)N(S(=O)(=O)c1cccs1)CCC2 | -9%
CC(Oc1ccc(F)cc1)C(=O)N1CCC(c2nc3ccccc3s2)CC1 (stereo unspecified) | 5%
CCn1cc(S(=O)(=O)c2cccc(Cl)c2)c(=O)c2cc(F)c(N3CCN(c4ccccc4)CC3)cc21 | 8%
CCC(C(=O)OCc1cc(=O)n2nc(CCOC)sc2n1)c1ccccc1 (stereo unspecified) | 2%
CC(C)(C)OC(=O)N1CCC(c2c(C(=O)N3CCN(c4ccccc4F)CC3)cnn2C(C)(C)C)CC1 | 0%
CC(C)OC(=O)c1ccc(NC(=O)CSc2nc(-c3cccs3)cc(C(F)(F)F)n2)cc1 | 1%
Cc1csc(NC(=O)CCNC(=O)c2ccccc2Cl)n1 | 3%
Cn1c(=O)oc2cc(S(=O)(=O)N3CCC(C(=O)NCc4ccccc4Cl)CC3)ccc21 | 1%
Cc1cc(C)cc(NC(=O)C2CCCN(c3nnc(C)c4c(C)n(-c5ccccc5)nc34)C2)c1 (stereo unspecified) | 6%
CCc1ccccc1NC(=O)c1cc(S(=O)(=O)NCCc2ccc(OC)c(OC)c2)ccc1F | 4%
Cc1ccc(N2CC(C(=O)OCc3nc(N)nc(Nc4ccccc4C)n3)CC2=O)cc1 (stereo unspecified) | -43%[inhibitor]
COc1ccc2oc(C(=O)OCC(=O)NC3CCS(=O)(=O)C3)c(C)c2c1 (stereo unspecified) | -11%
O=C(NCCOCCO)C(=O)Nc1c2c(nn1-c1ccc(F)cc1)CSC2 | 5%
CCOc1ccc(CCNC(=O)Cn2nnc(-c3ccc(OC)c(OC)c3)n2)cc1OCC | 2%

Molecules shown so far that have an aryl thioether with sulfur outside any ring:
SMILES | aSyn yeast rescue
O=C(O)CSc1cc(C(=O)c2ccccc2O)cn2c(=O)c3c4c(sc3nc12)CCCC4 | 1%
Cc1nnc(SCC(=O)NC(C)(C)C)n1NCc1c(F)cccc1Cl | 7%
Cc1cc(C)cc(-n2c(SCC(=O)N3CCCCC3)nc3c([nH]c4ccccc43)c2=O)c1 | 3%
O=C(NCCc1ccccc1)c1cc(Sc2ccc(F)cc2F)nc2ccccc12 | -9%
CCOc1ccc(-n2ccnc2SCC(=O)Nc2cccc3ccccc23)cc1 | -4%
Cn1c(SCC(=O)NCc2ccco2)nnc1-c1c[nH]c2ccccc12 | -1%
CCN(c1ccccc1)S(=O)(=O)c1ccc(Cl)c(NC(=O)CSc2nncs2)c1 | 1%
CC(C)OC(=O)c1ccc(NC(=O)CSc2nc(-c3cccs3)cc(C(F)(F)F)n2)cc1 | 1%

(listing goes on)
SMILES | aSyn yeast rescue
CC1=C(C(=O)Nc2ccc(C)cc2C)C(c2cccs2)n2nc(SCc3cccc(C)c3)nc2N1 (stereo unspecified) | -2%
CC(=O)c1cc(-c2ccc(F)cc2)n(CCC(=O)NCc2ccc(C)cc2)c1C | -2%
C/C(Cc1ccccc1)=N/NC(=O)CNC(=O)C(c1ccccc1)c1ccccc1 | 6%
Nc1ccc(S(=O)(=O)N2CCCC2C(=O)O)cc1 (stereo unspecified) | -8%
Cc1cc2oc(=O)cc(CN3CCCCC3C)c2cc1C(C)C (stereo unspecified) | -6%
CC(C)(C)NC(=O)CSc1nnc(-c2ccccn2)n1-c1ccccc1 | 7%
Cc1c(C(=O)NC(C)c2ccccc2)sc2nc3n(c(=O)c12)CCCC3 (stereo unspecified) | 10%
Cc1ccc(-n2ncc3c(Nc4ccc5c(c4)OCCO5)ncnc32)cc1C | -6%
COc1ccc(C(CC(=O)O)NC(=O)c2cc3cc(Br)ccc3oc2=O)cc1OC (stereo unspecified) | 11%
CCc1ccc(-c2nc(SCC(=O)NCC3CCCO3)c(-c3ccc(C)cc3)[nH]2)cc1 (stereo unspecified) | -4%
O=C(O)CSc1nc2c(c(C(F)(F)F)n1)CCCC2 | 2%
CC1=C(C(=O)Nc2cc(C(=O)N3CCN(c4ccc(Cl)cc4)CC3)ccc2C)SCCO1 | 9%
COc1ccc(NC(=O)c2cnc(N3CCOCC3)c3ccccc23)cc1OC | 2%
Cc1cccc(S(=O)(=O)c2cn(C)c3cc(N4CCC(C)CC4)c(F)cc3c2=O)c1 | -9%

As a working copy, some entries already given:
SMILES | aSyn yeast rescue
CC1=C(C(=O)Nc2ccc(C)cc2C)C(c2cccs2)n2nc(SCc3cccc(C)c3)nc2N1 (stereo unspecified) | -2%
CC(=O)c1cc(-c2ccc(F)cc2)n(CCC(=O)NCc2ccc(C)cc2)c1C | -2%
